# Assay outcomes as filed in PubChem BioAssay.
# EPAC1 ag = EPAC1 (human) agonism | O95398 | EPAC1 agonist qHTS, biochemical assay; response scale: 100% = response to 6.5 mM cAMP | Potency, µM (titrated, usually from 154 µM), inactives show at the top dose activation, usual class: activators | actives 0.073% (n = 360,000); also: potency is read from the fitted curve at half-maximal effect; nearly all actives have a fitted effect of over 60% in size
#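 Normalized to 6.5 mM cAMP, activity reflects EPAC1-catalysed release of BODIPY-GDP from Rap1B, followed kinetically over 30 min at 480 nm excitation, 540 nm emission. Reaction contained 100 nM EPAC1, 250 nM Rap1B-BODIPY-GDP, 50 uM GDP.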
# IL-2 act = activates IL-2 in a cell-based reporter assay; IL-2 activation reporter assay, cell-based qHTS; stimulated with anti-CD3/CD4/CD28 beads; in transgenic mouse T cells; activation, % (series mostly up to about 46 µM); actives 0.065% (n = 360,000); AID 652025; in the data active = activation above about 50%; inconclusive = mostly about 30% to 49%; also: 0% is about no effect
#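 Using fluorescent plate cytometry, EGFP and DsRed are detected in transgenic mouse T cells stimulated 18 h at 37 degrees C with antibody-coated beads after 60 min compound pretreatment.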
# WRN inhibitor = blocks human WRN helicase; Q14191; actives 0.46% (n = 360,000); Potency, µM (titrated, usually from 114 µM), without a hit: top-dose activity change, negative = inhibition, most hits filed as inhibitors; WRN helicase unwinding, fluorescent forked duplex, kinetic; AID 651768; also: potency is read from the fitted curve at half-maximal effect; % is scaled to controls: 0 for no effect and ±100 for the full control effect; nearly all actives have a fitted effect of over 55% in size
#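 Fluorescence dequenching readout, ex 525 nm/em 598 nm, kinetic mode: forked duplex DNA (100 nM final) with adjacent fluorophore and quencher unwound by WRN (20 nM final) with 2 mM ATP. Compound preincubation 15 min, room temperature.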
# PLK1 PBD block = PLK1 (human) polo-box domain binding inhibition; P53350; Plk1 PBD binding of FITC phosphopeptide, fluorescence polarization; Potency, µM, without a hit: max response, negative = inhibition, actives largely listed as inhibitors; actives 2.8% (n = 360,000); AID 720504; also: potency is read from the fitted curve at half-maximal effect; series mostly up to about 57 µM; % is scaled to controls: 0 for no effect and ±100 for the full control effect; nearly all actives have a fitted effect of over 65% in size
# Target sequence (P53350 whole entry, looked up, the tested form may be a part): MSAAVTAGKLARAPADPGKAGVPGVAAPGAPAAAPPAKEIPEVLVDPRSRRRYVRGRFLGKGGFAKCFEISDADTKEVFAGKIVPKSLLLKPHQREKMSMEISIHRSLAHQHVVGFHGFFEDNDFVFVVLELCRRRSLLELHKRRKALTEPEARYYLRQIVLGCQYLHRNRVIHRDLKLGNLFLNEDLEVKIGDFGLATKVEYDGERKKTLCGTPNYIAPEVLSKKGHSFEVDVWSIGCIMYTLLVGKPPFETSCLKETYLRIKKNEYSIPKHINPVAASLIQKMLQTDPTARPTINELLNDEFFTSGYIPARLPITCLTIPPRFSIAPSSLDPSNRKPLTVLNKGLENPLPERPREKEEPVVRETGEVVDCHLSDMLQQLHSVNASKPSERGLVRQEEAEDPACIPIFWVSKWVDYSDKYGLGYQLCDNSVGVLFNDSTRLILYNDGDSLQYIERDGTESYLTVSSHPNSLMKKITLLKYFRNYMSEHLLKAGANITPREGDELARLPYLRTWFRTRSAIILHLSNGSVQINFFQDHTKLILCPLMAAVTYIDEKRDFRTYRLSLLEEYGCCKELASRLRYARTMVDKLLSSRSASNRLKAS
# PI5P4Ka inh = PI5P4K alpha (human) kinase inhibition; max response, %; AID 652105; PI5P4Kalpha enzyme, ADP-Glo luminescence, 60 min; stronger effect = lower value; actives 1.2% (n = 330,000); P48426; active = max response of -50% or lower; inconclusive = between -30% and -50%; inactive = -30% or higher; also: value at the top dose of about 77 µM; % is scaled to controls: 0 for no effect and ±100 for the full control effect
# Target sequence (P48426 whole entry, looked up): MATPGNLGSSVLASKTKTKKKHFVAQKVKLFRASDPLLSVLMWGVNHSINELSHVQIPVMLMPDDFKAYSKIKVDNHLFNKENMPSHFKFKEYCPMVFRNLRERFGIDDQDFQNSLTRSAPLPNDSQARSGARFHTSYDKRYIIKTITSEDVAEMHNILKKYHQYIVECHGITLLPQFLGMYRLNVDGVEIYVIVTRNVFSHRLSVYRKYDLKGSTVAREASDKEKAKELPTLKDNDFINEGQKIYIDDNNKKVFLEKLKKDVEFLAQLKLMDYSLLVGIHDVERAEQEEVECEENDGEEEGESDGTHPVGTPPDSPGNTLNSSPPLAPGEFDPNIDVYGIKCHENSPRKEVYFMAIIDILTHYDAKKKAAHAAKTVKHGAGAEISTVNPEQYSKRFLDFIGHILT
#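 qHTS, 1536-well: enzyme/substrate mix, compound by pin tool, 5 microM ATP final; RT 60 min; ADP-Glo reagents 1 (45 min) then 2 (30 min); luminescence.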
# EPAC1 antagonist = EPAC1 (human) antagonism | O95398 | EPAC1 GEF assay, Rap1b-BODIPY-GDP exchange fluorescence | Potency, µM (series often up to 115 µM), without a hit: top-dose activity change, negative = inhibition, most hits filed as inhibitors | actives 0.14% (n = 360,000) | AID 720709;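 also: potency is read from the fitted curve at half-maximal effect; plate controls were vehicle for no effect and positive control for full effect; nearly all actives have a fitted effect of over 50% in size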
# Abeta rescue = compounds reversing amyloid beta toxicity in yeast; yeast expressing A-beta42, growth rescue, OD600, 48 h; response scale: 0% DMSO, 100% iron-clioquinol control; Potency, µM (highest dose often 46.1 µM), without a hit: at the highest dose growth rescue, hits mostly activators; actives 0.063% (n = 410,000); AID 1347071; also: potency is read from the fitted curve at half-maximal effect; nearly all actives have a fitted effect of over 55% in size
#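 Yeast A-beta toxicity model in growth medium with pinned compounds, 48 h at 30 C; growth read as absorbance at 600 nm. Normalized to FeCl3/clioquinol equimolar mix (positive) and DMSO (negative).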
# FUS yeast rescue = suppressors of FUS proteinopathy in yeast. S. cerevisiae FUS-expressing, growth rescue, OD600, 24 h. actives 0.24% (n = 390,000). AID 1347120. Potency, µM (titrated, usually from 76.6 µM), without a hit: at the highest dose growth rescue (activation), actives largely listed as activators;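 also: potency is read from the fitted curve at half-maximal effect; plate controls were DMSO vehicle for no effect and reference control for full effect; nearly all actives have a fitted effect of over 55% in size; some results filed as inactive show a strong effect at the top dose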
#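 Toxicity suppression screen in FUS-yeast. Cells induced with 2% galactose, starting OD 0.005, treated 24hr at 30C with compounds at multiple final concentrations; growth by OD600.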
# Numbers without * were called inactive; ? = inconclusive; / = not tested or not shown; [ ] = dose if it differs, or a comment. Unless noted, calls follow the shape of the dose curve; as a rule, active = well fitted curve in the direction sought with a large enough effect; inconclusive = small, poorly fitted or top-dose-only effect, or another doubt; inactive = no such curve, though single readings can be large; an effect the other way counts as inactive or inconclusive.
SMILES,EPAC1 ag,IL-2 act,WRN inhibitor,PLK1 PBD block,PI5P4Ka inh,EPAC1 antagonist,Abeta rescue,FUS yeast rescue
O=C(NCc1ccccn1)c1ccc2c(=O)n(CCc3ccccc3)c(=O)[nH]c2c1,-2%,-0.1,-13%,17%,?,-16%,-5%,2%
CN(NS(=O)(=O)c1ccc(Br)cc1)c1nc(C(F)(F)F)nc2ccccc12,-7%,0.1,-7%,-1%,17,-13%,2%,-6%
COc1ccc(CN(C)C(=O)c2ccc(Oc3ccccc3)cc2)cc1F,14%,-0.4,-8%,-8%,2,6%,-16%,40%
CCOc1ccc(CN2CCNC(=O)C2CC(=O)O)cc1 (stereo not drawn),3%,-3.0,11%,-14%,-2,-3%,-4%,-10%
Cc1ccc(N2CC(NC(=O)C(=O)c3c(C)[nH]c4ccccc34)CC2=O)cc1C (stereo not drawn),-2%,-2.8,-1%,-2%,3,4%,6%,14%
COc1ccccc1CNS(=O)(=O)c1cccc2nsnc12,1%,-2.7,-32%,-6%,6,-1%,3%,10%
CC1CCCCN1C(=S)NC(=O)c1ccco1 (stereo not drawn),-5%,0.0,-22%,?,-24,-9%,4%,/
CC(C)CCN1CCN(CCCn2cccn2)CC1CCO (stereo not drawn),8%,-0.1,4%,-7%,0,-13%,-12%,-10%
CCC(=O)N1CC2(C)CN(C(=O)CC)CC(C)(C1)C2,0%,-2.2,5%,-2%,0,12%,-3%,-6%
c1ccc(Sc2ccncc2)cc1,-1%,-3.8,7%,?,-6,12%,0%,-17%
COC(=O)C1=C(C)N(Cc2ccccc2)C(=NCc2cc(OC)c(OC)c(OC)c2)N[C@H]1c1cccc(F)c1,11%,-0.4,2%,-1%,4,5%,0%,25%
COC(=O)c1ccc(C2c3c(oc4ccc(F)cc4c3=O)C(=O)N2CCO)cc1 (stereo not drawn),2%,0.1,4%,-22%,-6,3%,-6%,5%
CN(C)S(=O)(=O)c1ccc(N2CCCC2)c(C(=O)NCC2CCCO2)c1 (stereo not drawn),-9%,-4.8,10%,-5%,0,16%,7%,1%
O=C1OCC2=C1C(c1ccc(Cl)cc1)CC(=O)N2c1ccc(F)cc1 (stereo not drawn),6%,-0.5,0%,0%,3,11%,26%,8%
COc1ccc(/C=N/NC(=O)CNS(=O)(=O)c2ccccc2)cc1,5%,0.7,7%,1%,2,10%,2%,/
CCOc1cc(/C=N\NC(=O)Cn2nnc3ccccc32)ccc1O,2%,3.8,-28%[57.1 µM],-13%,-11,1%,2%,11%
COc1ccccc1CC(=O)Nc1sc2c(c1C(N)=O)CCCC2,-5%,-2.4,-16%,-22%,1,3%,-8%,12%
Cn1cc(CCC(=O)NCCCc2ccccc2)c2ccccc21,14%,-0.4,2%,-6%,1,-4%,-10%,10%
Cc1cc(C)c(C(=O)/C=C/C=C/c2ccccc2)c(=O)[nH]1,4%,-0.8,-34%,-16%,-5,3%,0%,/
Cc1ccc(-c2nn(-c3ccccc3)cc2C(=O)Nc2cccc(S(=O)(=O)N3CCOCC3)c2)cc1,15%,-2.4,2%,-6%,-3,-25%,-1%,29%
O=C(COc1ccccc1)NCC1COc2ccccc2O1 (stereo not drawn),-4%,-0.2,2%,-3%,6,4%,2%,0%
Cc1ccc(NC(=O)CC(NCCN2CCOCC2)C(=O)O)cc1Cl (stereo not drawn),7%,-1.4,-9%,-8%,2,-1%,-4%,21%
O=c1cc(NCc2ccc3c(c2)OCO3)[nH]c(=O)n1-c1ccc(Cl)cc1,0%,-0.2,-1%,-7%,10,0%,17%,/
Cc1c(-n2cc(C(=O)c3cc(Cl)ccc3O)cc(C#N)c2=O)c(=O)n(-c2ccccc2)n1C,6%,5.5,-8%,-5%,/,-2%,3%,?
CCOc1ccc(NC(=S)N2CCc3cc(OC)c(OC)cc3C2COc2ccc3c(C)cc(=O)oc3c2)cc1 (stereo not drawn),9%,-2.1,-4%,-18%,-3,-6%,-17%,/

# Results in EPAC1 ag and PLK1 PBD block, for some of the entries so far:
compound	EPAC1 ag	PLK1 PBD block
CCOc1ccc(CN2CCNC(=O)C2CC(=O)O)cc1 (stereo not drawn)	3%	-14%
Cc1ccc(N2CC(NC(=O)C(=O)c3c(C)[nH]c4ccccc34)CC2=O)cc1C (stereo not drawn)	-2%	-2%
COc1ccccc1CNS(=O)(=O)c1cccc2nsnc12	1%	-6%
CC1CCCCN1C(=S)NC(=O)c1ccco1 (stereo not drawn)	-5%	?
CC(C)CCN1CCN(CCCn2cccn2)CC1CCO (stereo not drawn)	8%	-7%

# (cont.)
SMILES,EPAC1 ag,IL-2 act,WRN inhibitor,PLK1 PBD block,PI5P4Ka inh,EPAC1 antagonist,Abeta rescue,FUS yeast rescue
Cc1cc(C(=O)Nc2c[nH]c(=O)[nH]c2=O)ccc1[N+](=O)[O-],7%,3.2,?,-10%,-1,-1%,-10%,-5%
COc1cc(O)cc(O)c1C(=O)/C=C/c1ccccc1,-26%,-0.3,-9%,-11%,-6,?,-39%[inhibitor],-5%
CC(C)OC(=O)NS(=O)(=O)c1cccc([N+](=O)[O-])c1,11%,0.5,-4%,-2%,-4,-4%,-4%,-11%
CC(C)[C@H](NC(=O)c1ccccc1)C(=O)OCC(=O)Nc1ccc(S(=O)(=O)N2CCOCC2)cc1,12%,0.4,-23%,-3%,-8,-4%,0%,-10%
CCONC(=NC)c1nonc1N,-14%,-2.2,-7%,-7%,2,9%,-8%,9%
Oc1ccc(/C=N/n2c(C3CCCCC3)n[nH]c2=S)c(O)c1,-6%,-2.7,4%,?,-24,-27%,-10%,-31%
CCCc1nc(SCC(=O)NCc2ccco2)c2c(=O)n(C)c(=O)n(C)c2n1,-3%,-1.4,4%,-4%,0,-11%,-5%,-9%
CC(Sc1nnc(-c2cc3ccccc3o2)n1-c1ccccc1)C(=O)O (stereo not drawn),9%,-0.4,-2%,-1%,-19,5%,12%,-3%
Cc1cc(C)n(C(=O)CCN2C(=O)c3ccccc3C2=O)n1,4%,0.2,9%,-5%,/,18%,-11%,-15%
COc1cccc(N2CC(C)Cn3c2nc2c3c(=O)n(CCN3CCOCC3)c(=O)n2C)c1 (stereo not drawn),-5%,0.5,-3%,-12%,0,-22%,4%,?
CC(C)C[C@H](NC(=O)N1CC(=O)Nc2ccccc21)C(=O)N[C@H](Cc1c[nH]c2ccccc12)C(=O)O,-2%,0.2,-2%,-14%,-1,-15%,-15%,8%
Cc1nc2c(C)cccn2c1/C(O)=C1\C(=O)C(=O)N(CCN2CCOCC2)C1c1cccs1 (stereo not drawn),-1%,0.7,-2%,-4%,/,13%,4%,20%
CCCOC(=O)c1ccc(NC(=O)/C=C/c2cccs2)cc1,13%,0.1,-6%,-6%,1,4%,-35%[inhibitor],42%
CCN1CCCC1CNC(=O)c1[nH]c2ccc(OC)cc2c1C (stereo not drawn),13%,3.0,-2%,-4%,2,-5%,-1%,13%
O=C(Cn1ncc(N2CCCC2)c(Br)c1=O)c1ccc(Cl)cc1,4%,4.2,1%,-7%,3,8%,8%,-14%
CCn1cc(-c2nnnn2-c2ccc(Cl)cc2)c(=O)c2ccccc21,9%,-2.4,0%,-4%,/,2%,-7%,17%
CC(C)(Oc1ccc(Cl)cc1)C(=O)NCC(c1ccco1)N1CCCCC1 (stereo not drawn),2%,-6.1,0%,-9%,-2,9%,3%,-8%
Cc1ccc(C)n1NC(=O)c1ccccc1,11%,-0.4,1%,-11%,-7,-11%,-7%,20µM*
CC(C)C[C@H]1CN([C@@H](Cc2ccccc2)CN2CCC[C@@H]2CN2C(=O)C(=O)NC[C@@H]2Cc2ccccc2)C(=O)C(=O)N1CC1CCCCC1,-12%,-0.9,-9%,-13%,-25,-16%,-3%,42%
O=C(c1cc(C2CC2)nn1-c1ccccc1)N1CCN(S(=O)(=O)c2c(F)cccc2F)CC1,18%,-2.4,-1%,6%,-7,-6%,3%,/
Cc1cc(Cl)ccc1OCC(=O)NCCC(=O)O,11%,-3.1,-5%[57.1 µM],-14%,/,0%,2%,39%
CS(=O)(=O)Nc1ccc(-c2ccc3nccn3c2)cc1,-17%,-0.2,-18%,0%,-25,1%,-6%,16%
C[C@H](NC(=O)c1nc[nH]c1C(=O)N[C@@H](CCCCN)C(=O)OC(C)(C)C)C(=O)OC(C)(C)C,2%,-0.8,-3%,-4%,7,-12%,0%,12%

# Exported with two lines to a compound: part of the list above.
# Values run as follows: EPAC1 ag | IL-2 act | WRN inhibitor | PLK1 PBD block | PI5P4Ka inh | EPAC1 antagonist | Abeta rescue | FUS yeast rescue
> CCn1cc(-c2nnnn2-c2ccc(Cl)cc2)c(=O)c2ccccc21
→ 9% | -2.4 | 0% | -4% | / | 2% | -7% | 17%
> CS(=O)(=O)Nc1ccc(-c2ccc3nccn3c2)cc1
→ -17% | -0.2 | -18% | 0% | -25 | 1% | -6% | 16%
> Cc1cc(C)n(C(=O)CCN2C(=O)c3ccccc3C2=O)n1
→ 4% | 0.2 | 9% | -5% | / | 18% | -11% | -15%
> CC(Sc1nnc(-c2cc3ccccc3o2)n1-c1ccccc1)C(=O)O (stereo not drawn)
→ 9% | -0.4 | -2% | -1% | -19 | 5% | 12% | -3%

# Sorted by value in EPAC1 antagonist (falling): 3 of the compounds above.
compound | EPAC1 antagonist
Cc1cc(C)c(C(=O)/C=C/C=C/c2ccccc2)c(=O)[nH]1 | 3%
CCOc1cc(/C=N\NC(=O)Cn2nnc3ccccc32)ccc1O | 1%
CC(C)OC(=O)NS(=O)(=O)c1cccc([N+](=O)[O-])c1 | -4%
